Assay outcomes from PubChem BioAssay.
Redox H2O2 prof – compounds producing H2O2 with reducing agent – biochemical, NIH compound library profiling, artefact control for MLSCN library redox annotation, primary screen; DTT-dependent redox cycling H2O2, phenol red/HRP absorbance; 100% = 100 µM peroxide control, 0% = buffer; activation, % at 10 µM; 0.03% of 200,000 active; AID 878;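 active = activation of at least 50% relative to the plate's high and low controls in the primary single-dose screen; inactive = activation below 50%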;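 also: compound incubated with DTT at 0.8 mM final as the reducing agent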
RAM inhibit – yeast RAM network inhibition; 1.8% of 190,000 active; inhibition, % at 50 µM; S. cerevisiae dse1pr::URA3 reporter, 5-FOA growth OD615, 2 d; analog-sensitive cbk1-as2 kinase mutant strain;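 active = inhibition above a set limit, 3 SD over mean compound inhibition, cut at about 8.4% in these data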;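 also: 0% = DMSO-only wells with no growth and 100% = 10 µM 1-NA-PP1 full growth; inhibition rescues growth on 5-FOA so higher OD means more RAM inhibition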
Efa HMGR inh – E. faecalis class II HMG-CoA reductase inhibition; inhibition, % at 10 µM; purified E. faecalis HMGR, NADPH absorbance 340 nm kinetic; AID 1066; 0.41% of 190,000 active;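 active = inhibition above a set limit, the median over all tested compounds plus 3 SD, cut at about 9.5% in these data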;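 also: enzyme runs in reverse so mevalonate oxidation gives rising NADPH absorbance; 0% = complete reaction with DMSO and 100% = background rate lacking mevalonate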
TNAP inh no acc – inhibitors of human TNAP without phosphate acceptor. P05186. purified TNAP, CDP-star luminescence, 30 min. inhibition, % at 20 µM. 0.26% of 200,000 active;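 active = tissue-nonspecific alkaline phosphatase inhibition above about 50% at 20 µM in the single-dose screen, limit read from the data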;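 also: 0% = DMSO negative control and 100% = EDTA positive control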
Lmaj promast – inhibitors of Leishmania major promastigote growth; Leishmania major promastigotes, resazurin fluorescence viability; inhibition, % at 10 µM; 9% of 200,000 active; AID 1063; in the data active = inhibition above about 50%;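 also: promastigotes grown with compound for 44 hours at 28 °C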
PMI act satM6P – increases human PMI activity with near-saturating mannose 6-phosphate. P34949. 0.34% of 190,000 active. coupled PMI enzyme assay, resazurin fluorescence, 20 min; active compounds read high; 1 = untreated enzyme, 0 = substrate-free blank. activation factor at 20 µM;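 active = activation factor of 2 or more at 20 µM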
Target sequence (P34949 whole entry, looked up): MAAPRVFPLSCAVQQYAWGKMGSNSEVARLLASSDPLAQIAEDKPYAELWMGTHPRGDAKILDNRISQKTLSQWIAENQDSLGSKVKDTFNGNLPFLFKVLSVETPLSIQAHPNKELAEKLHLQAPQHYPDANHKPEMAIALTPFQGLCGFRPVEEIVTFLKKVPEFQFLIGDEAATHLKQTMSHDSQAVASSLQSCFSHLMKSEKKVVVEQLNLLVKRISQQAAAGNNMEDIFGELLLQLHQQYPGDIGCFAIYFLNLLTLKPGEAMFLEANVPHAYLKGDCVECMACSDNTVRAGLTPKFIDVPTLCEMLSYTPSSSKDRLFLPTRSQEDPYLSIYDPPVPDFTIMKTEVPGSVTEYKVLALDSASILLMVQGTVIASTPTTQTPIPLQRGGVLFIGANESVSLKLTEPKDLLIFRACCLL
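Test system: human phosphomannose isomerase with PGI, G6PDH, diaphorase coupling enzymes; Amount: PMI at 15 ng/mL final; Reagent: Mannose-6-phosphate 1.0 mM (near-saturating) plus 0.22 mM NADP+; Timing: 20 min, room temperature; Technique: resorufin fluorescence at Ex 544/Em 590 nm; Dosing: 20 µM single dose.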
TNAP inh hi DEA – blocks human TNAP under high phosphate acceptor concentration. P05186. purified TNAP, CDP-star luminescence, 1 M DEA. inhibition, % at 20 µM. 0.03% of 200,000 active;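 active = over 50% inhibition of tissue-nonspecific alkaline phosphatase at 20 µM in the single-dose screen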;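 also: plate controls were DMSO wells for no effect and EDTA-quenched wells as full inhibition for full effect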
S1P3 antagonist – antagonists of human S1P3 receptor; Q99500; CHO S1P3 NFAT-BLA reporter, FRET fluorescence, antagonist mode; inhibition, % at 4.98 µM; 0.27% of 170,000 active;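 active = inhibition above the plate cutoff, the mean inhibition of test wells on that plate plus 3 SD, cut at about 28% in these data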;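 also: cells challenged with S1P at its EC80 of 0.8 µM; blue over green emission ratio from cleaved BLA substrate after 4 h stimulation; 0% = S1P-stimulated wells and 100% = unstimulated DMSO-only wells; some compounds past the cut are filed as inactive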
Target sequence (Q99500 whole entry, looked up): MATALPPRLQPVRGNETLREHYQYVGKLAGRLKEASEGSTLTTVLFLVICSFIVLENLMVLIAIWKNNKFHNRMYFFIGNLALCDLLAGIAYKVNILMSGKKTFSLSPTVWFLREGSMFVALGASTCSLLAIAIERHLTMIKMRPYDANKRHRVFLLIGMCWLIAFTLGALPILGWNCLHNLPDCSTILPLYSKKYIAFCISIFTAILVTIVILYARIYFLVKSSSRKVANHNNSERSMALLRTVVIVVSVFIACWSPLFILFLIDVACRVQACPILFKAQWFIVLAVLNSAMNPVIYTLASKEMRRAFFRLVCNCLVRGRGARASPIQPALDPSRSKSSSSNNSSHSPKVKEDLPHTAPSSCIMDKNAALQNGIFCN
Hsp70 activator – transcriptional activators of Hsp70; HeLa Hsp70 promoter luciferase reporter, luminescence; scaled: vehicle 0, proteasome-inhibitor control 100%; activation, % at 10 µM; 0.04% of 200,000 active; AID 1203;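 active = activation above the mean across all tested compounds plus 3 SD, cutoff set per campaign, cut at about 5.5% in these data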;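 also: 100% = MG132 at 30 µM as the positive control and 0% = DMSO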
PMI activator – increases human mannose-6-phosphate isomerase activity; P34949; purified human PMI, coupled resazurin fluorescence, 20 min; active compounds read high; 1 = vehicle control, 0 substrate-free wells; activation factor at 20 µM; 0.005% of 190,000 active; AID 1214;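 active = activation factor of 2 or more at 20 µM, relative to plate controls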
Numbers without * were called inactive; · = no result given.

Results follow in this order: Redox H2O2 prof	RAM inhibit	Efa HMGR inh	TNAP inh no acc	Lmaj promast	PMI act satM6P	TNAP inh hi DEA	S1P3 antagonist	Hsp70 activator	PMI activator
1: CC(C)COc1ccc(C(=O)N/C(=C\c2cccc([N+](=O)[O-])c2)C(=O)OC(C)C)cc1
  -7.5	4.1	-6	-6	14	0.9	-3	·	-0.3	0.9
2: COc1cccc(C(=O)Nc2sc3c(c2C#N)CCN(C(C)=O)C3)c1
  -1.6	5.3	-3	-6	-5	0.7	1	-12	0.8	0.6
3: O=C1c2ccccc2C(O)N1CCN1CCOCC1 (stereo unspecified)
  -1.0	0.7	-8	-7	-4	1.1	1	-36	0.7	1.1
4: CNC(=O)CSc1nc2[nH]ncc2c(=O)[nH]1
  -0.1	0.7	3	-14	-8	0.9	-5	-6	0.2	1
5: Cc1ccc(NC2c3ncccc3C(=O)N2Cc2cccs2)cc1C (stereo unspecified)
  -0.8	1.1	-6	0	10	1.3	-2	-2	-0.4	1.3
6: COc1cc2nc(C3CC3)n(NC(=O)c3ccc(F)cc3)c(=O)c2cc1OC
  -2.2	0.0	2	-4	-6	1.1	-8	21	0.2	1
7: Cc1ccc(Oc2ccc(-c3nnc(-c4ccccc4)o3)cc2[N+](=O)[O-])cc1C
  2.5	4.3	-3	18	60*	1	2	-15	-0.2	0.8
8: O=C(CCCSc1nc2ccccc2[nH]1)NCc1ccccc1F
  -0.3	-0.3	-2	-5	-8	1	-2	3	-0.4	1
9: Cc1cc2ccccc2n2c(SCC(=O)Nc3ccc(S(=O)(=O)N4CCC(C)CC4)cc3)nnc12
  0.1	5.9	-2	3	24	0.9	2	4	-0.4	0.8
10: COc1ccc(CCC(=O)N2c3ccccc3CC2C)cc1 (stereo unspecified)
  1.7	-1.0	3	-11	-3	0.9	-4	3	0.1	0.9
11: COc1ccc(NC(=O)CCCn2c(=O)c3sccc3n(Cc3cccc(C)c3)c2=O)cc1
  0.3	5.2	-2	-4	1	1	2	-4	-0.2	0.9
12: CCCOc1ccc(CSc2ncn[nH]2)cc1
  0.4	-0.3	4	-10	-9	1	-4	9	-0.2	0.9
13: C=CCOc1ccc(C2NC(=O)NC(C)=C2C(=O)OC)cc1 (stereo unspecified)
  2.9	0.6	-6	-10	-3	0.9	-1	3	-0.1	0.9
14: O=C(N/N=C/c1cccc([N+](=O)[O-])c1)C1CC(=O)N(c2ccc(F)cc2)C1 (stereo unspecified)
  -0.2	1.1	0	-5	-1	1.1	2	9	-0.2	1
15: COc1ccccc1C(=O)Oc1ccc(C(C)C)cc1
  0.1	-0.6	0	-9	-9	0.9	-3	·	0.1	0.9
16: O=C(Nc1ncc(Cc2cccc(Cl)c2)s1)c1cccs1
  1.7	6.5	1	-11	84*	0.9	-3	·	0.4	0.9
17: CCC1(C(=O)OC)NC(c2ccco2)C2C(=O)N(c3ccc(F)cc3)C(=O)C21 (stereo unspecified)
  -0.3	0.1	-4	-5	-6	0.9	0	3	-0.2	0.9
18: CC(C)CCN(C(=S)Nc1cccc(F)c1)C(C)c1cccs1 (stereo unspecified)
  -0.1	-1.2	3	-14	21	0.9	0	-9	-0.2	0.9
19: COc1ccc(OC)c(N/C(=N\c2nc(C)cc(C)n2)NC(=O)c2ccco2)c1
  ·	·	·	-8	·	0.9	-3	-22	·	0.9
20: O=C(NCC1CCCO1)C(c1cccs1)N(C(=O)c1ccc(CN2CCOCC2)o1)c1ccc(Cl)cc1 (stereo unspecified)
  0.3	-1.0	-4	-1	-9	1.1	3	-12	0.0	1

Ordered by the number under Redox H2O2 prof (largest number first): some entries from above.
# | mol | Redox H2O2 prof
11 | COc1ccc(NC(=O)CCCn2c(=O)c3sccc3n(Cc3cccc(C)c3)c2=O)cc1 | 0.3
4 | CNC(=O)CSc1nc2[nH]ncc2c(=O)[nH]1 | -0.1
1 | CC(C)COc1ccc(C(=O)N/C(=C\c2cccc([N+](=O)[O-])c2)C(=O)OC(C)C)cc1 | -7.5

Next section.
Results follow in this order: Redox H2O2 prof	RAM inhibit	Efa HMGR inh	TNAP inh no acc	Lmaj promast	PMI act satM6P	TNAP inh hi DEA	S1P3 antagonist	Hsp70 activator	PMI activator
21: CCC(=O)Nc1sc(C(=O)OC)c(C)c1C(=O)OC
  -0.7	1.9	-4	-17	-7	1	-5	-3	-0.3	1
22: O=C(CSc1ccc2nnc(-c3cccc(F)c3)n2n1)N1CCCc2ccccc21
  0.2	1.0	5	-78	5	1.2	2	-10	-0.3	1
23: COC(=O)c1c(CSc2cccc(C)c2)noc1C(=O)NCc1ccco1
  -4.8	2.6	-7	0	0	0.8	2	·	-0.4	0.9
24: CC(C)C1OC(c2cccc(NC(=O)c3cccs3)c2)OCC1(C)C (stereo unspecified)
  -0.1	9.3*	4	-14	12	0.9	-2	1	-0.2	0.9
25: CCCCn1c(N)c(N(CCC(C)C)C(=O)COC(=O)c2ccco2)c(=O)[nH]c1=O
  -2.4	3.0	-3	-11	-6	1	-6	-41	-0.2	0.9
26: S=C(NCc1ccccc1)Nc1cccc(Cl)c1
  -0.1	0.5	1	-1	18	1	-3	18	-0.5	0.9
27: CCOc1ccc(NC(=O)Nc2cnccn2)cc1
  -0.7	2.0	-4	-11	1	1	-3	-13	-0.5	1
28: CCOc1ccc2nc(SCC(=O)Nc3cc4c(cc3C(C)=O)OCO4)[nH]c2c1
  0.2	1.7	-3	-12	3	1	-6	·	0.0	1
29: CCNC(=S)NNC(=O)Cn1nc(C)cc1C
  -4.5	0.9	-3	-4	-6	0.9	-6	·	-0.3	0.8
30: CCOC(=O)C1(Cc2cccc(OC)c2)CCN(Cc2cccn2-c2nccs2)CC1
  -1.3	-0.8	-2	-8	24	0.9	-7	-12	0.7	0.9
31: CCOc1ccc(-n2c(C)c(C(C)=O)c3cc(OCC(N)=O)ccc32)cc1
  0.7	1.6	1	7	-2	0.9	-2	-4	-0.5	0.9
32: COc1cc(CNc2ccc(N3CCOCC3)c(C(=O)O)c2)ccc1OCC(N)=O
  -2.8	0.7	-6	-10	-7	0.9	-3	-18	-0.2	0.9
33: c1ccc(-c2nn3c(Cn4cnc5ccccc54)nnc3s2)cc1
  2.9	1.6	5	-10	9	1	-1	17	-0.6	0.6
34: Cc1ccc(-n2ncc3c(N4CCC5(CC4)OCCO5)ncnc32)c(C)c1
  -0.6	-0.9	3	-13	-3	1	-8	-9	0.3	1
35: COc1cc2c(cc1OC)C1=C(C#N)CCC(=NC(=O)c3ccc(Cl)cc3)N1CC2
  1.4	0.5	-3	-2	4	1	1	·	-0.4	1
36: CC(C)c1ccc(NC(=O)CSc2nc(-c3ccccc3F)nc3nc[nH]c23)cc1
  0.3	0.9	1	-30	-4	1.1	2	-4	-0.3	1
37: OCC#CCSc1nnc(-c2ccc(Br)cc2)o1
  -5.0	0.0	-7	-9	2	0.9	-1	-22	0.8	0.9
38: O=C(CCCN1C(=O)c2cccc3cccc(c23)C1=O)NC1CCS(=O)(=O)C1 (stereo unspecified)
  0.1	0.1	1	-9	-2	·	-1	-29	-0.1	·
39: Cc1ccc(CNC(=O)C2C3C=CC4(CN(Cc5cccnc5)C(=O)C24)O3)cc1 (stereo unspecified)
  0.4	0.5	-2	-21	-5	1.1	-6	-4	-0.2	1
40: COc1ccccc1-c1n[nH]c(=S)n1-c1ccccc1
  1.2	0.5	-1	2	-8	0.9	0	14	-0.1	0.9

Single records, from the list above.
COC(=O)c1c(CSc2cccc(C)c2)noc1C(=O)NCc1ccco1 is entered as Redox H2O2 prof = -4.8; RAM inhibit = 2.6; Efa HMGR inh = -7; TNAP inh no acc = 0; Lmaj promast = 0; PMI act satM6P = 0.8; TNAP inh hi DEA = 2; S1P3 antagonist = ·; Hsp70 activator = -0.4; PMI activator = 0.9
CCOc1ccc(-n2c(C)c(C(C)=O)c3cc(OCC(N)=O)ccc32)cc1 is entered as Redox H2O2 prof = 0.7; RAM inhibit = 1.6; Efa HMGR inh = 1; TNAP inh no acc = 7; Lmaj promast = -2; PMI act satM6P = 0.9; TNAP inh hi DEA = -2; S1P3 antagonist = -4; Hsp70 activator = -0.5; PMI activator = 0.9

The list continues.
Results follow in this order: Redox H2O2 prof	RAM inhibit	Efa HMGR inh	TNAP inh no acc	Lmaj promast	PMI act satM6P	TNAP inh hi DEA	S1P3 antagonist	Hsp70 activator	PMI activator
41: CC1CCCC(C)N1C(=O)c1cc(F)c(F)cc1Cl (stereo unspecified)
  3.5	0.6	1	-10	-4	0.9	-10	32	0.0	1
42: Cc1ccc(-c2nc3cccnc3s2)cc1NC(=O)C1c2ccccc2Oc2ccccc21
  1.0	5.9	0	-8	-4	0.9	-3	-5	-0.2	0.9
43: COc1ccc(C(=O)NC(=S)Nc2ccc(N3CCCC3)cc2)cc1
  -0.1	4.9	-5	-6	3	0.7	1	4	0.2	0.8
44: O=C(CSc1nnc(Nc2ccccc2)s1)NN1C(=O)NC2(CCCCC2)C1=O
  0.6	0.8	0	2	27	1	-6	2	-0.4	1
45: COc1ccc(C(C(=O)NC2CCCC2)N(Cc2ccccc2)C(=O)CNC(=O)c2ccco2)cc1 (stereo unspecified)
  0.1	5.3	-1	-6	67*	1	-5	·	0.1	0.9
46: Cc1cccc(/N=C/c2c(O)c3ccccc3oc2=O)n1
  -2.0	0.2	0	-6	-2	1.1	-1	2	0.0	1
47: CSCC[C@H](NC(=O)OC(C)(C)C)C(=O)N/N=C/c1c(C)[nH]c(=O)[nH]c1=O
  -1.1	1.1	-2	-62	-2	0.9	-2	·	-0.3	0.9
48: Nc1nc(-c2ccco2)cs1
  -0.8	-0.1	-1	-10	-5	0.7	-1	-8	-0.1	0.9
49: CCOC(=O)C(CC)Sc1nc2c(cnn2-c2ccccc2)c(=O)[nH]1 (stereo unspecified)
  -1.3	3.4	-2	-12	3	1	1	9	-0.1	1
50: Cc1ccc(-c2nc3ncccc3o2)cc1NC(=O)c1ccco1
  2.6	·	·	·	99*	·	·	6	-0.1	·
51: O=C1N/C(=C/c2ccc(N3CCOCC3)o2)C(=O)N1c1cccc(Cl)c1
  -0.5	2.0	1	-12	2	0.8	-1	-15	5.0	1
52: CCOC(=O)c1nn(-c2ccc3ccccc3c2)cc1O
  -0.5	0.5	-5	-3	-2	0.9	-3	-12	0.0	0.9
53: COc1cc(NC(=O)CN2CCCCC2C)c(C)cc1[N+](=O)[O-] (stereo unspecified)
  ·	1.2	-4	4	69*	1.1	-4	7	0.0	1.1
54: CC[C@H](C)C(C(=O)N1CCN(C(=O)OC(C)(C)C)CC1)n1cc(C(CC(C)C)NC(=O)OC(C)(C)C)nn1 (stereo partly specified)
  2.8	-0.5	-1	-2	12	1.1	-4	-4	-0.1	1
55: COc1ccc(OC)c(NS(=O)(=O)c2cccs2)c1
  -3.2	2.8	-2	-7	-3	1	-1	-23	-0.2	1.1
56: COC(=O)c1ccc(NC(=O)CN(c2ccc(C)cc2)S(=O)(=O)c2c(C)n[nH]c2C)cc1
  1.1	6.0	-8	-2	19	0.9	-3	9	-0.1	0.9
57: O=[N+]([O-])c1ccc(N2CCCCC2)cc1SCCO
  -1.0	2.7	-1	19	-3	0.5	25	-4	-0.2	0.9

Rows were taken by chance; 12% or so of the library scored in one or more.
